Screening results from PubChem.
NR2E3 ag-1: activates human NR2E3 receptor. AID 602229. inhibition of corepressor binding, % at 3.98 µM. 0.35% of 360,000 active. Q9Y5X4. CHO-S Gal4-NCOR/VP16-NR2E3 two-hybrid, luciferase;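 active = inhibition above the mean of all tested compounds plus 3 SD, cut at about 70% in these data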;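 also: 0% = DMSO with NR2E3 transfected cells and 100% = cells lacking NR2E3 construct; higher means lower luciferase signal from less NR2E3 corepressor binding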
Target sequence (Q9Y5X4 whole entry, looked up, the tested form may be a part): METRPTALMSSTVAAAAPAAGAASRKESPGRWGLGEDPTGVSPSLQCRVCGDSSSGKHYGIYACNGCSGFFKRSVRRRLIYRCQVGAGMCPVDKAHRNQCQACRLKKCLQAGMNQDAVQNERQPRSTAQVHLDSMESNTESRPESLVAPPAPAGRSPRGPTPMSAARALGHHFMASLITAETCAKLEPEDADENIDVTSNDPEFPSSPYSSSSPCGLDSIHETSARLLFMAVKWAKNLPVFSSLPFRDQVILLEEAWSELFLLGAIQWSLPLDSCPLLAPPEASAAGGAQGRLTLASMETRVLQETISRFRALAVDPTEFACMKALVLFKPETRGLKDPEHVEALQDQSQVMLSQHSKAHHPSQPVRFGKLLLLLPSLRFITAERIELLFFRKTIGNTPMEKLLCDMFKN
CF NFkB block: blocks PAF-induced NF-kB reporter in cystic fibrosis cells; AID 588850; 0.86% of 360,000 active; inhibition, % at 5 µM; KKLEB NF-kB-GFP reporter, GFP fluorescence overnight;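 active = at least 50% inhibition at 5 µM, scaled per plate between neutral and stimulator controls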;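 also: PAF is a Pseudomonas aeruginosa culture filtrate used as stimulus; plate controls were PAF-stimulated DMSO wells for no effect and unstimulated DMSO wells for full effect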
KKLEB cytotox: CF airway cell cytotoxicity counter-screen; KKLEB CF airway cells viability, ATPlite luminescence, overnight; hits give low values; cells stimulated with P. aeruginosa culture filtrate; activity change (cytotoxicity), % at 5 µM; 0.36% of 360,000 active; AID 602141;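 active = corrected activity change at or below -50% at 5 µM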
TWEAK-Fn14 inh: inhibitors of TWEAK-Fn14 interaction signaling; TWEAK-stimulated Fn14 reporter cells, luciferase luminescence, 8 h; 2% of 360,000 active; inhibition, % at 10 µM; in the data active = inhibition above about 50%
TROY NFkB inh: inhibitors of TROY-dependent NF-kB signaling | Q293 LMP1-TROYcd NF-kB luciferase reporter, 4 h | inhibition, % at 10 µM | 0.98% of 360,000 active | AID 1347056;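 active = compounds whose plate-normalised and pattern-corrected inhibition of the luciferase reporter signal at the single screening dose is 50% or more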
Peg3 prom inh: reduces Peg3 promoter-driven luciferase expression in HeLa. inhibition, % at 20 µM. 1.7% of 360,000 active. HeLa PEG-Prom luciferase reporter, luminescence, overnight;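 active = inhibition of at least 50% at 20 µM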
MITF TRPM1 inh: reduces MITF-dependent TRPM1 promoter luciferase signal; SK-MEL-5 TRPM1 promoter luciferase, 24 h; inhibition, % at 12.5 µM; 0.83% of 330,000 active; AID 488899;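 active = mean inhibition across replicates of 60% or more, whatever share of single replicates reaches that level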; also: values of inactives mirror those of a sister screen read the other way
NR2E3 ag-2: NR2E3 (human) agonism; Q9Y5X4; GST-NR2E3/biotin-RetCOR TR-FRET, 1536-well; inhibition of corepressor binding, % at 4.78 µM; 0.12% of 320,000 active; AID 2300;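 active = percent inhibition above the cutoff of mean plus 3 SD of all tested compounds, set per screening campaign, cut at about 20% in these data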;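 also: 0% = DMSO wells and 100% = biotin wells as full block of FRET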
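Test system – NR2E3–RetCOR corepressor complex · Quantity – NR2E3 fusion 1.35 nM · Buffer or medium – Tris pH 7.5 · Incubation – Compound–protein incubation for 5 h at 4 °C · Technique – TR-FRET, Eu(K)-anti-GST donor, streptavidin-D2 acceptor, ex 340, em 617/671 nm · Evaluation – percent inhibition of 671/617 nm emission ratio versus biotin and DMSO controls · Plate – 1536-well format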
TRAIL sens C8: sensitizes caspase-8 expressing cells to TRAIL. NB7+C8 cells + TRAIL, ATPlite viability luminescence. inhibition (viability loss, TRAIL sensitization), % at 10 µM. 1% of 360,000 active;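 active = compounds causing at least 50% loss of cell viability in the single-dose screen, relative to plate controls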
Shn3 inh set2: Schnurri-3 reporter inhibition in Clone20 osteoblasts. Clone20 osteoblast Shn3 3'UTR firefly luciferase, 24 h. inhibition, % at 12.5 µM. 0.52% of 360,000 active. AID 588674;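 active = mean inhibition of at least 75% with every replicate also reaching 75%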;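 also: 0% = median of neutral control wells and 100% = pilot-screen positive control compound; some compounds past the cut are filed as inactive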
HIF-2a block: inhibitors of HIF-2a; 786-0 RCC cells HIF-2a reporter, luciferase luminescence, overnight; inhibition, % at 18.8 µM; 0.72% of 360,000 active;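 active = inhibition of the luminescence signal of 40% or more relative to plate controls, in a single-dose primary screen at 18.75 µM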
Starred values were filed as active, the others as inactive; x = no result given.

SMILES | NR2E3 ag-1 | CF NFkB block | KKLEB cytotox | TWEAK-Fn14 inh | TROY NFkB inh | Peg3 prom inh | MITF TRPM1 inh | NR2E3 ag-2 | TRAIL sens C8 | Shn3 inh set2 | HIF-2a block
O=C(Nc1nccs1)c1cc2cc(Cl)ccc2oc1=O | -17 | -34 | 2 | -1 | -6 | -11 | 6 | 3 | -7 | -3 | 0
CCC(=O)N1CCc2cc(S(=O)(=O)CCC(=O)N(C)c3ccc(OC)cc3)ccc21 | 7 | -10 | -10 | -11 | 4 | -12 | -1 | -2 | -15 | 19 | -10
CC(=O)c1ccc(NS(=O)(=O)c2ccc3ccccc3c2)cc1 | -14 | -9 | 0 | 10 | 0 | 7 | -2 | 2 | 2 | -4 | 13
COc1cccc(OCCn2ccnc2)c1 | -12 | 18 | -5 | -5 | 5 | -1 | 16 | -2 | -7 | 13 | 5
O=[N+]([O-])c1cccc(/C=N/n2c(-c3cccnc3)n[nH]c2=S)c1 | 3 | 14 | -10 | 22 | 11 | -14 | 10 | 5 | -5 | -8 | 21
O=C(Cn1cnc2c(NCc3ccccc3)ncnc21)NCCCN1CCCC1=O | -9 | -1 | 17 | -1 | -16 | -2 | -8 | x | 10 | -27 | 0
COc1ccc(NC2=C(Cl)C(=O)N(c3ccccc3)C2=O)c(OC)c1 | -6 | 9 | -6 | -5 | -8 | -1 | -3 | 5 | -3 | -4 | 7
Cn1ccc(C(=O)Nc2sc3c(c2C#N)CCC3)n1 | -11 | 6 | 5 | -4 | 2 | -22 | 2 | -1 | -9 | -12 | -56
Cc1ccc(CC(=O)Nc2ccc(Cl)cn2)cc1 | -47 | 4 | 6 | 2 | -21 | -119 | -56 | 5 | 3 | -34 | -190
S=C(NC1CCCC1)NC1CCCC1 | -10 | -16 | 24 | 4 | -16 | 6 | -9 | 0 | -4 | 8 | 7
Cc1[nH]cc(Br)c(=O)c1Oc1ncc(C(F)(F)F)cc1Cl | -12 | 1 | -2 | 2 | -4 | 17 | 0 | 0 | -6 | -2 | 21
C#CCOCCOCCOCCNc1nc(N2CCOCC2)nc(N2CCN(C(=O)[C@H]([C@@H](C)CC)n3cc([C@@H](N)CC(C)C)nn3)CC2)n1 | 6 | -12 | 5 | 7 | 10 | -16 | -7 | 0 | -3 | -12 | 4
Cc1ccc(S(=O)(=O)/N=C(/c2ccccc2)N(C)c2ccc(O)cc2)cc1 | -17 | 4 | -2 | -12 | 10 | 16 | 3 | 1 | -6 | 0 | 8
C[C@@H]1CCCCO[C@H](CN(C)C(=O)Cc2ccccc2)[C@@H](C)CN([C@H](C)CO)C(=O)c2cc(N(C)C)ccc2O1 | -17 | -9 | 8 | -7 | -6 | 6 | x | x | 16 | -30 | 8
Cc1ccc(S(=O)(=O)c2nc(S(=O)(=O)c3ccc(C)cc3)c(N3CCN(CCO)CC3)s2)cc1 | 8 | 24 | 9 | 19 | 14 | 2 | 13 | -3 | 3 | 14 | 8
COC(=O)c1sc(N(C)C)c(C#N)c1-c1ccccc1 | 11 | 1 | -12 | 7 | -4 | 22 | 6 | 5 | 1 | -44 | 21
Cc1cc(C)cc(NC(=O)CN2CCN(c3ccccn3)CC2)c1 | 4 | 0 | 3 | -7 | 10 | 14 | 3 | 1 | 13 | -5 | 22
COC(=O)CN(c1ccc(C)cc1)S(=O)(=O)c1c(C)[nH]c(=O)[nH]c1=O | 0 | -13 | -1 | 24 | -30 | -137 | 2 | -2 | -25 | 7 | -25
Cc1nc(/C=C\C(=O)O)c2cc(C)oc2n1 | -16 | 6 | 8 | -7 | -15 | 10 | -1 | 4 | -5 | 12 | 22
O=S(=O)(/C=C/c1ccccc1)N1CCN(c2nc(-c3cccnc3)nc3ccccc23)CC1 | 23 | 15 | -24 | 31 | 19 | 23 | 13 | 4 | 15 | -1 | 9
COc1ccc(OC)c(NC(=O)C2(C)CCN2C(=O)Cc2ccc(Cl)cc2Cl)c1 (stereo not given) | -29 | 17 | -22 | 65* | 13 | 7 | x | x | -7 | 7 | 12
COc1ccc(F)cc1C(=O)C1CCCN(C(=O)C2=C(C)OCCO2)C1 (stereo not given) | -29 | 13 | 2 | 12 | -13 | 8 | 4 | 4 | -7 | -10 | -7
CC(/C=N/N1CCN(c2ccccc2)CC1)=C\c1ccco1 | -96 | 8 | 3 | -3 | -37 | -258 | -56 | 0 | 5 | -39 | -268
CCN=c1sc(C(=O)NCCc2ccccc2)cc(=O)n1CC | -5 | 3 | -7 | 12 | -46 | -1 | 4 | 2 | -6 | 12 | 4
COc1ccc(NC(=O)c2cncc(Br)c2)c(S(=O)(=O)N2CCOCC2)c1 | -24 | 21 | -8 | -1 | 9 | 10 | -11 | -4 | -2 | -12 | 14
Cc1cc(C)cc(N2C(=O)CC(Sc3nnnn3-c3ccccc3)C2=O)c1 (stereo not given) | -1 | 57* | -17 | 7 | 6 | 108* | 11 | 0 | -5 | 88* | -11
CC(=O)c1ccc(OCc2cc(C(=O)N(C)C3CCOC3)no2)cc1 (stereo not given) | -111 | -21 | 6 | -10 | -75 | -307 | -76 | 1 | -6 | -130 | -208
COc1cc(SC)ccc1C(=O)Nc1cc(C)ccn1 | -128 | -18 | -12 | 49 | 6 | -152 | -20 | 7 | 67* | -27 | -107
COc1ccc(C(Nc2ccc(S(=O)(=O)N3CCOCC3)cc2)C(=O)NCCC(C)C)cc1OC (stereo not given) | -9 | -8 | 9 | 47 | -12 | 12 | -3 | 2 | -7 | -57 | 14
CCCN(CC1CC1)C(=O)CSc1ncnc2sccc12 | 16 | -3 | -7 | -20 | -22 | -1 | 6 | -1 | -2 | 18 | -8

10 compounds already listed, sorted by number of heavy atoms, lowest first:
SMILES | NR2E3 ag-1 | CF NFkB block | KKLEB cytotox | TWEAK-Fn14 inh | TROY NFkB inh | Peg3 prom inh | MITF TRPM1 inh | NR2E3 ag-2 | TRAIL sens C8 | Shn3 inh set2 | HIF-2a block
Cc1nc(/C=C\C(=O)O)c2cc(C)oc2n1 | -16 | 6 | 8 | -7 | -15 | 10 | -1 | 4 | -5 | 12 | 22
COc1cc(SC)ccc1C(=O)Nc1cc(C)ccn1 | -128 | -18 | -12 | 49 | 6 | -152 | -20 | 7 | 67* | -27 | -107
CC(/C=N/N1CCN(c2ccccc2)CC1)=C\c1ccco1 | -96 | 8 | 3 | -3 | -37 | -258 | -56 | 0 | 5 | -39 | -268
CCN=c1sc(C(=O)NCCc2ccccc2)cc(=O)n1CC | -5 | 3 | -7 | 12 | -46 | -1 | 4 | 2 | -6 | 12 | 4
Cc1cc(C)cc(NC(=O)CN2CCN(c3ccccn3)CC2)c1 | 4 | 0 | 3 | -7 | 10 | 14 | 3 | 1 | 13 | -5 | 22
COC(=O)CN(c1ccc(C)cc1)S(=O)(=O)c1c(C)[nH]c(=O)[nH]c1=O | 0 | -13 | -1 | 24 | -30 | -137 | 2 | -2 | -25 | 7 | -25
COc1ccc(F)cc1C(=O)C1CCCN(C(=O)C2=C(C)OCCO2)C1 (stereo not given) | -29 | 13 | 2 | 12 | -13 | 8 | 4 | 4 | -7 | -10 | -7
COc1ccc(NC(=O)c2cncc(Br)c2)c(S(=O)(=O)N2CCOCC2)c1 | -24 | 21 | -8 | -1 | 9 | 10 | -11 | -4 | -2 | -12 | 14
COc1ccc(OC)c(NC(=O)C2(C)CCN2C(=O)Cc2ccc(Cl)cc2Cl)c1 (stereo not given) | -29 | 17 | -22 | 65* | 13 | 7 | x | x | -7 | 7 | 12
O=S(=O)(/C=C/c1ccccc1)N1CCN(c2nc(-c3cccnc3)nc3ccccc23)CC1 | 23 | 15 | -24 | 31 | 19 | 23 | 13 | 4 | 15 | -1 | 9

(listing goes on)
SMILES | NR2E3 ag-1 | CF NFkB block | KKLEB cytotox | TWEAK-Fn14 inh | TROY NFkB inh | Peg3 prom inh | MITF TRPM1 inh | NR2E3 ag-2 | TRAIL sens C8 | Shn3 inh set2 | HIF-2a block
CCOC(=O)C1=CN(Cc2ccco2)S(=O)(=O)N(CC)C1c1ccccc1 (stereo not given) | -7 | -8 | 5 | 0 | 0 | 8 | -5 | x | -15 | 0 | -1
S=c1[nH]nc(-c2n[nH]c3c2CCC3)n1/N=C/C=C/c1ccccc1 | -4 | 2 | 8 | -28 | 11 | 13 | x | 2 | 21 | x | 8
CCN(CC)CCn1c(SCC(=O)NCc2ccco2)nc2c(sc3ccccc32)c1=O | -1 | 4 | -29 | 4 | -8 | 0 | 4 | 4 | 2 | -12 | 3
c1ccc(Nc2nc(N3CCCCC3)nc(N3CCNCC3)n2)cc1 | 5 | -8 | -9 | 14 | -3 | -11 | -10 | 0 | -12 | -3 | -26
COc1ccccc1N(C)S(=O)(=O)c1ccc(C(=O)N2CCC(C(N)=O)CC2)cc1 | -11 | 4 | -7 | 1 | 2 | -7 | 3 | 0 | -15 | 15 | 20
Cc1ccc(S(=O)(=O)/N=C(/c2ccccc2)N2CCOCC2)c(C)c1 | 2 | -5 | 6 | -6 | -5 | -5 | -5 | 2 | -14 | 11 | 12
Cc1ccc(-c2nn(-c3cc(N4CCNCC4)ccc3[N+](=O)[O-])c(=O)c3ccccc23)cc1 | 8 | 14 | -28 | -17 | -4 | 102* | 47 | 1 | -2 | 29 | 17
Cn1cccc1Cc1nnc(SCC(=O)N2CCCC2)n1CCc1ccccc1 | 7 | -21 | 7 | 13 | -16 | 3 | 0 | 4 | -16 | -26 | -7
O=C(NCCSc1ccc(Cl)cc1)c1ccco1 | 2 | -22 | 6 | 3 | -12 | -18 | -2 | 2 | -6 | -16 | -30
COc1cc(/C=N/N2CCN(Cc3ccc(Cl)cc3)CC2)ccc1OC(C)=O | -14 | -10 | 7 | 0 | 8 | 9 | 15 | 0 | -2 | 2 | 10
CC(NC(=O)C1CCCCC1)C(c1cccs1)N1CCOCC1 (stereo not given) | -20 | 2 | -1 | 26 | 7 | -1 | x | 4 | -4 | 59 | 7
CCOc1ccccc1NC(=O)CC1(CC(=O)N2CCOCC2)CCCC1 | 7 | -25 | 10 | 9 | -24 | 7 | -9 | x | 8 | 5 | 11
Cc1ccc(N(CC(=O)NCc2ccccc2)C(=O)CCC(=O)Nc2nccs2)cc1 | 0 | -21 | -3 | 0 | -9 | 3 | -4 | 3 | -3 | -1 | 14
COc1cc2ncnc(NCc3ccc(C)o3)c2cc1OC | -8 | 2 | -7 | -1 | -2 | 7 | 2 | 0 | -4 | 24 | 15
Oc1cccc2oc(=S)[nH]c12 | -28 | -18 | 5 | -2 | -8 | 13 | 18 | x | -25 | -2 | 15
Cc1cccc(-c2c3c(=O)n(C)c(=O)n(C)c3cn2-c2ccccc2O)c1 | -5 | 10 | -5 | -6 | x | 16 | 10 | -1 | -5 | -13 | 9
CC(=O)c1ccc(C(=O)NC2CCCN(Cc3ccc(Cl)cc3)C2)s1 (stereo not given) | -3 | 3 | 5 | 2 | 8 | 15 | 4 | x | -10 | 12 | 16

Only part of the results is shown (hit frequency here may not be typical).
